Gli-Sufu antag: Gli-Sufu pathway antagonists, primary screen, luciferase luminescence, Sufu-KO-LIGHT cells, uHTS; Sufu-KO-LIGHT fibroblasts, Gli luciferase reporter luminescence; inhibition, % at 5 µM; actives 0.74% (n = 340,000); AID 588413, 2011;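 active means inhibition above about 55%, limit read from the data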;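 further: 0% = DMSO-treated cells and 100% = wells with medium but no cells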
NR3A LBD binder: binders of NR3A ligand-binding domain, primary screen, biophysical, differential scanning fluorimetry, uHTS. Tm shift relative to glycine control, % at 25 µM. NR3A LBD differential scanning fluorimetry, Tm shift; 0% = protein alone, 100% = glycine-bound protein. actives 2.5% (n = 340,000). Glutamate receptor ionotropic, NMDA 3A (GRIN3A) ligand-binding domain;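 active means melting temperature shift of at least 10% of the positive control shift, at one fixed dose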
CXCR6 block: CXCR6 receptor inhibitors, primary screen, cell-based, beta-arrestin, luminescence, CHO-K1 PathHunter, 1536-well | C-X-C chemokine receptor type 6 (Homo sapiens), O00574 | inhibition, % at 20 µM | actives 0.36% (n = 360,000); in the data active means inhibition above about 34%, passing the limit was not always enough;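 further: antagonist mode with CXCL16 agonist at 10 nM final; 0% = 10 nM CXCL16 with DMSO and 100% = unstimulated wells without agonist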
Target sequence (O00574 whole entry, looked up): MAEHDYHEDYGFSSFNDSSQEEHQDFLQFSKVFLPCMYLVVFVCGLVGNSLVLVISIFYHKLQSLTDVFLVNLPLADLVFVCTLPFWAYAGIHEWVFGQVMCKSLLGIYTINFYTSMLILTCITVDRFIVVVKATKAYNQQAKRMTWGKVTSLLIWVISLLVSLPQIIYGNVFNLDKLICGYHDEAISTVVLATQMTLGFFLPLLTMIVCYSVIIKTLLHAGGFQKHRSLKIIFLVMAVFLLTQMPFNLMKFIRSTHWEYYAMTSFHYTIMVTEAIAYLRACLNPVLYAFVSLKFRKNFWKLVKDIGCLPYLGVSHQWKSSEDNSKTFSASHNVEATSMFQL
CCR6 antagonist: CCR6 receptor antagonists, primary screen, cell-based, CHO-K1, luminescence, beta-arrestin, uHTS | actives 0.49% (n = 340,000) | inhibition, % at 20 µM | CHO-K1 CCR6 PathHunter beta-arrestin, CCL20-stimulated | AID 493098, 2011 | C-C chemokine receptor type 6 (Homo sapiens), P51684;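 active means compounds whose inhibition of the agonist-driven luminescence signal at 20 µM reaches about 50%, limit read from the data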;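 further: cells stimulated with CCL20 at 14 nM final; plate controls were DMSO with CCL20 for no effect and DMSO without agonist for full effect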
Target sequence (P51684 whole entry, looked up): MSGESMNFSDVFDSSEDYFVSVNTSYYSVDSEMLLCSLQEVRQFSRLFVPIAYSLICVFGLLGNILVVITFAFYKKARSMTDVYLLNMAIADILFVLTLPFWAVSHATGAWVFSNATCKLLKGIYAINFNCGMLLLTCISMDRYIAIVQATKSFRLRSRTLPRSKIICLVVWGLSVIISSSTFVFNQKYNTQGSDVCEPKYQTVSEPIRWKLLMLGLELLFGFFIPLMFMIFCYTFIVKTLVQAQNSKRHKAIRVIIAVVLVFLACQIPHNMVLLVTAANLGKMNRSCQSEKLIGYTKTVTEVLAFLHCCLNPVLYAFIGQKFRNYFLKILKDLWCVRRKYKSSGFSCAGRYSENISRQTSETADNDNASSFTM
EBI2 antag: EBI2 receptor antagonists, beta-arrestin recruitment, primary screen, cell-based, luminescence, 7a,25-OHC stimulation, uHTS | G-protein coupled receptor 183 (Homo sapiens), P32249 | 7a,25-OHC stimulated | inhibition, % at 5 µM | actives 0.81% (n = 360,000); in the data active means inhibition above about 38%;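 further: enzyme fragment complementation signal reports receptor beta-arrestin coupling in cells; 0% = agonist plus DMSO wells and 100% = wells without agonist; some results beyond the cut were filed as inactive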
Target sequence (P32249 whole entry, looked up, the tested form may be a part): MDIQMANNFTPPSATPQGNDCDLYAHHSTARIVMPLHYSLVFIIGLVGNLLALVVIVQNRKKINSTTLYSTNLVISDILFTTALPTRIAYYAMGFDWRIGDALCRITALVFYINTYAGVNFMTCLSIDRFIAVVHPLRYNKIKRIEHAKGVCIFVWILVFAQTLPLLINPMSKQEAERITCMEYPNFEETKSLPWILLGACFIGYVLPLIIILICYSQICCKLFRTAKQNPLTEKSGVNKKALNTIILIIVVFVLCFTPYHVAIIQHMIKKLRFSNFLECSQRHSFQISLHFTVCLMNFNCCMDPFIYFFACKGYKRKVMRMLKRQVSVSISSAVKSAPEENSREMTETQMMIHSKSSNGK
A3A deaminase: APOBEC3A ssDNA deaminase inhibitors, primary screen, selectivity assay for APOBEC3G inhibitor project, biochemical, FAM/TAMRA oligo cleavage fluorescence. DNA dC->dU-editing enzyme APOBEC-3A (Homo sapiens), P31941. recombinant A3A, FAM/TAMRA ssDNA deamination fluorescence. inhibition, % at 20 µM. actives 0.41% (n = 330,000);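 active means at least 40% inhibition at 20 µM here, with at most 30% in a related deaminase screen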;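 further: plate controls were A3A with DMSO for no effect and wells lacking A3A enzyme for full effect; some results filed as inactive read as strong as hits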
A3G deaminase: APOBEC3G DNA deaminase inhibitors, primary screen, biochemical, fluorescence, single-stranded DNA substrate, uHTS | AID 493012, 2011 | inhibition, % at 20 µM | actives 0.28% (n = 330,000) | DNA dC->dU-editing enzyme APOBEC-3G (Homo sapiens), Q9HC16 | recombinant A3G, ssDNA deamination FAM/TAMRA fluorescence;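 active means inhibition of at least 40% at 20 µM, with no more than 30% in the related APOBEC3A deaminase screen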;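 further: plate controls were DMSO wells with A3G for no effect and wells lacking A3G enzyme for full effect; some compounds called inactive have numbers as strong as hits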
MPTP inh: mitochondrial permeability transition pore inhibitors, primary screen, biochemical, isolated mouse mitochondria, absorbance; Ca2+ swelling absorbance, 30 min; actives 1.4% (n = 360,000); inhibition, % at 10 µM; AID 602449, 2012;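 active means inhibition of 50% or more, scaled per plate between neutral and stimulator controls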;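 further: 0% = DMSO wells given calcium and 100% = 1 mM EGTA wells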
Starred values were filed as active, the others as inactive; nt = no result given.

SMILES	Gli-Sufu antag	NR3A LBD binder	CXCR6 block	CCR6 antagonist	EBI2 antag	A3A deaminase	A3G deaminase	MPTP inh
O=C(NCCc1ccccc1)C(=O)NCC1OCCN1S(=O)(=O)c1ccc([N+](=O)[O-])cc1 (stereo not given)	-7	0	-10	-18	-11	-3	-5	2.2
CN1C(=O)NC(c2cccc([N+](=O)[O-])c2)C2=C1CCCC2=O (stereo not given)	6	1	-10	12	6	-6	-10	-0.6
COc1ccc(N2CCN(CC(O)COc3ccc4c(c3)CCC4)CC2)cc1 (stereo not given)	4	1	4	13	24	-7	-12	0.7
COc1ccc2cc(Br)ccc2c1CC(=O)NC(C)C	3	-5	4	0	0	-1	7	0.3
Brc1ccc(-c2csc(N/N=C/c3cccnc3)n2)cc1	-8	3	-18	-17	13	-3	-7	0.5
Oc1c(CN2CCN(c3ccccn3)CC2)cc(Cl)c2cccnc12	71*	-3	33	42	36	-6	-7	-2.7
COC(=O)c1cc(S(=O)(=O)NCC2CCN(CCc3ccc(OC)cc3)CC2)c[nH]1	14	-1	0	7	3	2	2	-2.3
O=C(NCc1ccco1)c1ccc(C(=O)NCc2ccco2)s1	-5	1	-10	5	-5	1	-1	-2.5
CCOC(=O)c1c(NC(=O)c2c(-c3ccccc3)noc2C)sc(C)c1-c1ccccc1	-7	-2	-4	5	10	5	4	7.0
O=C(COc1ccc(-c2ccccc2)cc1)NN=C1CCCC1	-6	-2	-1	9	6	-5	-6	-1.5
O=C(Nc1ccc(OCC(F)(F)C(F)F)cc1)c1ccncc1	5	-1	-8	-2	-6	-8	-1	2.4
CCCNC(=O)C1CC(=O)N(c2ccc(OCc3ccc(F)cc3)cc2)C1 (stereo not given)	-52	-1	7	7	5	-4	-1	4.1
Cc1cc(C(=O)CCl)c(C)n1-c1ccon1	28	-1	-3	12	-2	nt	nt	-0.2
O=C(Oc1ccc(C(=S)N2CCOCC2)cc1)c1ccccc1F	-9	0	-10	-3	-15	0	12	-0.5
OCC1(Cc2ccccc2)CCN(CCCC2CCCC2)CC1	3	0	7	4	-11	1	-3	0.2
CC1CCCN(CCCN2C(=O)C3C(C(=O)Nc4cccc(Cl)c4)C4C=CC3(O4)C2C(=O)NC2CCCCC2)C1 (stereo not given)	22	2	1	18	-10	-5	-8	-0.4
c1cc(C2OCCN2CC2COC3(CCCC3)O2)ccn1 (stereo not given)	7	0	0	0	-1	-2	-5	-6.4
CCCc1nnc(SCC(=O)N2CCOCC2)n1Cc1ccco1	4	0	-2	10	-17	-2	-5	1.9
CC1CC(C)CN(C(=O)CCS(=O)(=O)c2ccc3c(c2)NC(=O)CS3)C1 (stereo not given)	3	1	-4	8	-17	0	0	-1.1
O=S(=O)(NCc1csc(-c2cccs2)n1)c1ccc(Cl)cc1	3	-2	-6	-5	7	2	-3	6.5
CCOC(=O)c1cn2nc(-c3ccc(OCC)cc3)cc2nc1C1CCN(C(=O)OC(C)(C)C)CC1	19	2	-8	1	26	-3	-5	3.7
CC(C)(C)c1ccc(-c2cc(N)n[nH]2)cc1	7	7	-12	4	0	-5	-2	0.1
Cc1cccc(OCC(=O)N(Cc2cccs2)C2CCS(=O)(=O)C2)c1 (stereo not given)	23	0	0	-2	-5	1	2	-1.5
COc1ccc(F)cc1S(=O)(=O)Nc1cc2c3c(c1)CCC(=O)N3CCC2	19	1	-11	6	-6	-3	-6	-0.3
O=C(NCCn1cccn1)C1CCC(=O)N(CC2CCCCC2)C1 (stereo not given)	1	0	4	-6	-10	-5	-9	-1.2
SMILES	Gli-Sufu antag	NR3A LBD binder	CXCR6 block	CCR6 antagonist	EBI2 antag	A3A deaminase	A3G deaminase	MPTP inh
O=C(Nn1c(C2CCC2)nc2ccccc2c1=O)c1cccs1	-8	1	-18	7	5	-3	-7	-0.6
O=C(CSc1nnc(NC2CCCCC2)s1)NCc1ccco1	-3	0	-17	2	-13	0	-4	0.5
CCC(=O)Nc1cccc(-c2ccc(N3CCCCC3)nn2)c1	-84	-2	-5	-8	-14	1	3	-1.2
O=C(c1ccc(Cl)cc1)N1CCC(c2nc(-c3cccs3)no2)CC1	7	2	0	14	8	4	-5	-0.7
COc1cc(/C=C/C(=O)OCC(=O)c2c(N)n(C)c(=O)n(C)c2=O)ccc1OC(F)F	1	-2	-12	13	-3	3	-3	1.5
CCn1c(SCC(=O)OC)nc2cc(S(=O)(=O)N3CCOCC3)ccc21	0	-1	6	9	5	0	-5	0.0
O=C(CN1CCC2(CC1)OCCO2)c1ccc2cc[nH]c2c1	0	1	1	9	0	3	-3	-1.1
COc1ccc(CNC(=O)C23CN(Cc4ccccc4)CC2C(c2ccc([N+](=O)[O-])cc2)=NO3)cc1 (stereo not given)	2	-1	0	-7	-9	-1	-6	-0.5
Cc1ccc(NS(=O)(=O)c2cccc3cccnc23)c(Br)c1	10	5	-1	14	-1	1	-3	0.3
O=C(NCc1ccccc1C(F)(F)F)C1CC(O)CN1C(=O)Nc1ccccc1 (stereo not given)	-10	0	12	1	-6	-5	-1	0.4
CCCCOC(=O)/C=C\C(=O)NC(N)=O	8	2	-20	1	-29	-5	-3	1.1
O=C(c1ccc(Cl)s1)N1CCc2ccccc21	-62	1	9	-8	3	-1	-6	-0.5
CCOC(=O)c1cc(S(=O)(=O)NCc2ccco2)cn1C	4	1	0	-20	10	-4	0	-0.4
O=C(NC(=S)N1CCCCC1CO)C12CC3CC(CC(C3)C1)C2 (stereo not given)	4	2	1	1	-10	-8	0	1.7
Cc1cccc(C(=O)OCC(=O)NC(=O)NCc2ccccc2)c1	-6	0	-2	11	-13	-1	-5	0.5
O=C(C[C@@H]1C/C=C\C[C@H](Cc2ccc(F)cc2)C(=O)OC[C@@H]2CCCN2C1=O)N[C@H](CO)Cc1ccccc1	27	-3	-6	-26	1	2	-1	1.5
O=C(Nc1ccc(-c2ccc3nncn3n2)cc1)C1CCCC1	-44	-4	3	-4	-1	3	-1	1.0
CCN(CC)C(=O)[C@H]1C[C@H](CC(=O)NC/C=C(\C)CCC=C(C)C)C(=O)N2CCc3c([nH]c4ccc(Cl)cc34)[C@]12C	19	2	-3	14	20	1	3	-1.6
CC(=O)c1ccc(NC(=O)C2Cc3ccccc3CN2C(=O)c2ccccc2)cc1 (stereo not given)	-11	-2	5	8	-9	-1	-5	-0.8
CC1=C(C(=O)Nc2ccc(C)cn2)C(c2cnn(C)c2)C2=C(CCCC2=O)N1 (stereo not given)	-1	-1	2	-6	-7	3	-1	2.0
COC(=O)C1=C(C)N(Cc2ccco2)C(=O)N[C@@H]1c1ccccc1	5	1	-10	9	-3	1	-7	6.3
COc1ccc(NC2c3ncccc3C(=O)N2Cc2cccs2)cc1 (stereo not given)	-4	4	-2	8	-4	1	-6	-0.8
COc1cccc(NC(=O)c2nn(C34CC5CC(CC(C5)C3)C4)cc2[N+](=O)[O-])c1	-2	-2	9	18	11	0	0	3.0
Cc1[nH]c2ccccc2c1/C=N/NC(=S)NCc1ccccc1	-4	23*	-6	-36	3	-7	-7	1.9
CCOC(=O)C1CCN(C(=O)c2sc3nc(-c4ccccc4)cn3c2C)CC1	-18	0	7	-1	-14	-1	-4	2.8
SMILES	Gli-Sufu antag	NR3A LBD binder	CXCR6 block	CCR6 antagonist	EBI2 antag	A3A deaminase	A3G deaminase	MPTP inh
COCCn1nnnc1C(c1ccc(OC)c(OC)c1)N1CCN(C(=O)c2ccco2)CC1 (stereo not given)	0	0	2	7	-3	2	-6	-0.3
Cc1nc(CS(=O)(=O)c2ccccc2)cc(Sc2ccccc2Cl)n1	-34	0	-3	-8	43	8	-6	-2.5
CCN(CCC(=O)Nc1ccc(Br)c(C)c1)Cc1ccccc1	9	0	7	12	2	0	1	80*
CCc1cccc(CC)c1NC(=O)COC(=O)C1(c2ccc(Cl)cc2)CCCC1	7	1	8	13	-7	0	-6	5.1
Cc1cc(NC(=O)c2ccccc2O)nc(C)n1	-3	-1	-12	5	1	-4	-9	-1.0
O=C1CCCC(=O)C1CS(=O)(=O)c1ccccc1	1	1	-10	-1	-1	-3	-5	-1.6
O=C(c1ccc(Cl)c(S(=O)(=O)N2CCCC2)c1)N1CCCCC1	-1	0	-2	4	-11	3	1	0.5
Cc1ccc(-c2nc(N)n(C(=O)c3ccco3)n2)cc1	4	1	6	6	7	-2	-6	1.4
O=C(/C(N=Nc1cccc(C(F)(F)F)c1)=C(/O)c1cccs1)C(F)(F)F	0	17*	7	37	8	1	1	86*
COc1ccc(-n2nc3c(c2NC(=O)CC(C)C)CS(=O)C3)cc1 (stereo not given)	-3	0	6	-1	-13	2	-3	1.6
O=P(c1ccccc1)(c1ccccc1)c1nc(-c2ccc(Cl)cc2)oc1N1CCOCC1	16	2	7	5	-2	-2	-6	4.8
O=C(CSc1nc2ccccc2o1)NC(=O)NCc1ccco1	8	1	11	28	-6	-2	-5	2.0
O=C(CSc1ccc(Cl)cc1)N1CCCC1	-23	-4	-7	3	16	2	-7	1.9
Cc1cccc(C(=O)NNC(=O)c2ccc(O)cc2)c1	22	-2	-4	7	-6	-3	-2	-1.1
CCc1ccc(N(C(=O)c2csnn2)C(C(=O)NC(C)(C)C)c2ccncc2)cc1 (stereo not given)	9	-5	2	0	-5	-3	-5	2.3
Cn1c(SCc2nc3ccccc3c(=O)[nH]2)nnc1-c1ccco1	0	-1	-6	1	2	-2	-7	1.6
Cc1ccc(N(C(=O)CCC(=O)Nc2cc(C)on2)C(C(=O)NC2CCCC2)c2cccs2)cc1 (stereo not given)	-4	0	8	13	7	-2	-5	1.0
C=CCNc1nc(C(=O)OCC(=O)c2ccc(OC)cc2OC)cs1	-12	0	-1	-1	7	-5	-5	-0.4
O=C(Nc1ccc(Br)cc1F)C1CCN(c2nnc(-n3cccc3)s2)CC1	6	-1	0	15	-1	-1	-5	-1.1
O=C(O)c1cc(-c2ccc(Cl)cc2)n(-c2ccccc2)n1	-4	-3	3	-4	-10	-2	-4	-0.3
CC1(C)N=C(N)NC(Nc2cccc(Br)c2)=N1	-6	0	2	-3	-13	5	1	0.4
NNC(=O)C1CCCn2c1nc1sc3c(c1c2=O)CCCC3 (stereo not given)	-12	0	-4	-3	9	-2	1	-1.3
Nc1nnc(-c2ccco2)s1	-9	-3	-4	-13	0	0	-3	-0.3
CC(NC(=O)CCc1nnc(Cc2cccc(C(F)(F)F)c2)o1)C1CC1 (stereo not given)	13	-4	-5	0	6	2	-3	1.8
CC1CC(C)CN(CCCNS(=O)(=O)c2ccc3c(c2)oc(=O)n3C)C1 (stereo not given)	8	5	0	-8	3	-5	-12	-0.2
CCCS(=O)(=O)c1c(S(=O)(=O)CCC)c2cc(-c3ccncc3)ccn2c1C(=O)OC	20	0	-13	-3	3	-2	-5	0.1

Exported with bars between the fields: three of the compounds above
SMILES | Gli-Sufu antag | NR3A LBD binder | CXCR6 block | CCR6 antagonist | EBI2 antag | A3A deaminase | A3G deaminase | MPTP inh
Cc1nc(CS(=O)(=O)c2ccccc2)cc(Sc2ccccc2Cl)n1 | -34 | 0 | -3 | -8 | 43 | 8 | -6 | -2.5
CCN(CCC(=O)Nc1ccc(Br)c(C)c1)Cc1ccccc1 | 9 | 0 | 7 | 12 | 2 | 0 | 1 | 80*
CCc1cccc(CC)c1NC(=O)COC(=O)C1(c2ccc(Cl)cc2)CCCC1 | 7 | 1 | 8 | 13 | -7 | 0 | -6 | 5.1

Compounds as they come; about 5.8% have a hit in one of these screens.
